Screening data from PubChem.
RORa activator: activators of orphan receptor RORA, primary screen, cell-based, luminescence | activation, % at 10 µM | 1.5% of 65,000 active | CHO-K1 Gal4-RORA LBD luciferase reporter; percent increase over mock-subtracted basal signal;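 active means activation above the mean of all tested compounds plus 3 SD, cut at about 49% in these data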;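 further: 0% = DMSO-treated RORA cells and 100% = added signal equal to DMSO minus mock-transfected cells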
PKA kinase inh: inhibitors of human PKA kinase activity, primary screen, biochemical, ATP-depletion luminescence, Kemptide substrate. cAMP-dependent protein kinase catalytic subunit alpha (Homo sapiens), P17612. PKA Kemptide phosphorylation, Kinase-Glo ATP luminescence. inhibition, % at 6 µM. 0.1% of 65,000 active;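 active means inhibition above the screen-wide mean inhibition plus 3 SD, cut at about 21% in these data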; further: many of its hits are not listed in these tables
JNK3 blocker: JNK3 kinase activity inhibitors, primary screen, biochemical, human, purified enzyme | inhibition, % at 8 µM | 0.61% of 60,000 active | HTS; in the data active means inhibition above about 17%;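 further: 0% = DMSO and 100% = reference inhibitor; many of its hits are not listed in these tables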
Target sequence (P53779 whole entry, looked up): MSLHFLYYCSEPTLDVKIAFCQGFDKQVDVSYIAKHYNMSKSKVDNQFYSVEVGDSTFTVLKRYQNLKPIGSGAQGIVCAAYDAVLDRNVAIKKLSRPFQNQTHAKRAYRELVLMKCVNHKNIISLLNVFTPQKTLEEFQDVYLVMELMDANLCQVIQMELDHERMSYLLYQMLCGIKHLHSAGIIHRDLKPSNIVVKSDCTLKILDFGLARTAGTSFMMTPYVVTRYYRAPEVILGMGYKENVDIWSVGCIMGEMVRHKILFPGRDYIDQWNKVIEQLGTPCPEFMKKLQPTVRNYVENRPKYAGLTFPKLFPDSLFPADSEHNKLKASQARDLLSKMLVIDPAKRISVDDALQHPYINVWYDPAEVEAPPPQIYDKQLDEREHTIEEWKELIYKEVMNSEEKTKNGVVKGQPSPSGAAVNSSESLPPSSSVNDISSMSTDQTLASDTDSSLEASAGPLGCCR
CatB mixtures: cathepsin B inhibitors from pooled compounds, primary screen, biochemical, compound mixtures, AMC fluorescence. P07858. 0.06% of 62,000 active. inhibition, %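 (ten-compound pools at 5 µM per compound and 50 µM total)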. Purified cathepsin B, AMC dipeptide fluorescence; in the data active means inhibition above about 22%, passing the limit was not always enough; inconclusive means no clear call, values can overlap the other calls;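 further: 0% = enzyme without compound and 100% = no enzyme blank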
CatB block: human cathepsin B inhibitors, primary screen, biochemical, fluorogenic substrate; purified cathepsin B, fluorescence; inhibition, %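 (tested at 10 µM)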; 0.1% of 63,000 active; in the data active means inhibition above about 21%;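 further: 0% = enzyme with no compound and 100% = no enzyme blank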
CatS inh: inhibitors of human cathepsin S, biochemical, compound mixtures; P25774; 0.06% of 62,000 active; AID 501, 2006; recombinant cathepsin S, AMC dipeptide fluorescence, pooled mixtures; inhibition, %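 (tested at 5 µM per compound within 10-compound mixtures)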; in the data active means inhibition above about 32%, passing the limit was not always enough; inconclusive means no clear call, values can overlap the other calls;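 further: 0% = enzyme without compound and 100% = blank without enzyme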
Target sequence (P25774 115-331 limits assumed): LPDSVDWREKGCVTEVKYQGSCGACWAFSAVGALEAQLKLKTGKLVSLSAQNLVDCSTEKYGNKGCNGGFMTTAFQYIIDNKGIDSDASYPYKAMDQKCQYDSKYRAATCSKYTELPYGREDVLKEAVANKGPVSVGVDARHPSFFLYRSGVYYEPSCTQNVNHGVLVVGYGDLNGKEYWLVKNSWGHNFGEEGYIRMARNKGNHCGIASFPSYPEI
E coli RNAP: E. coli RNAP inhibitors, biochemical; E. coli RNA polymerase, fluorescence transcription assay; inhibition, %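 (tested at 10 µM)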; 0.2% of 62,000 active; AID 559, 2006; in the data active means inhibition above about 20%;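 further: 0% = enzyme without compound and 100% = no enzyme blank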
AP complement: alternative complement pathway inhibitors, primary screen, biochemical, ELISA, human serum, orthogonally pooled compounds | LPS-coated ELISA, C3 deposition; tested in compound mixtures | inhibition, % at 5 µM | 0.08% of 62,000 active | AID 1235, 2008;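 active means inhibition above 30% in each of the two pooled mixtures holding the compound, so the lower value exceeds 30%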;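 further: 0% = serum in Mg-EGTA without compound and 100% = EDTA serum blank; some compounds past the cut are filed as inactive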
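Test system: human serum complement alternative pathway, C3 deposition onto LPS / Medium: Mg2+-EGTA GVB++ buffer containing human serum at 1:15 dilution / Probe or stimulus: Plate-bound LPS / Times: 1 h at 37 °C / Signal: ELISA with HRP anti-human C3 antibody, TMB substrate, absorbance 450 nm / Measure: percent inhibition / Repeats: two pool placements per compound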
ROCK2 blocker: inhibitors of human ROCK2 kinase, primary screen, biochemical, high-throughput, luminescence; inhibition, % at 6 µM; Rho-associated protein kinase 2 (Homo sapiens), O75116; AID 604, 2007; 0.35% of 60,000 active; purified ROCK2, Kinase-Glo ATP depletion luminescence;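 active means inhibition above the screen-wide mean inhibition plus 3 SD, cut at about 18% in these data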;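 further: plate controls were DMSO wells for no effect and Y-27632 control wells after no-enzyme background subtraction for full effect; many of its hits are not listed in these tables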
Numbers without * were called inactive; ? = inconclusive; nt = no result given.

Compound	RORa activator	PKA kinase inh	JNK3 blocker	CatB mixtures	CatB block	CatS inh	E coli RNAP	AP complement	ROCK2 blocker
COCCn1c(CN2CCC(Cc3ccccc3)CC2)nc2c1c(=O)n(C)c(=O)n2C	-13.9	0.1	1.0	nt	nt	nt	nt	nt	0.7
COc1ccc2c(c1)c(C(=O)CNc1nc(C)cs1)c(C)n2C	-22.6	-6.4	-15.2	2.8	7.4	-2.2	7.7	14.9	-4.1
Cc1cc(C)n(-c2c(F)c(F)c(CN3CCCCC3)c(F)c2F)n1	-0.7	-4.4	-5.2	nt	-1.0	nt	5.5	nt	1.9
CCOC(=O)c1ccccc1NC(=O)c1c(O)c2ccccc2n(CC)c1=O	5.9	8.9	-1.1	3.5	2.7	17.9	4.8	-11.7	2.1
O=C(NCc1ccco1)C1CCN(c2nc3ccccc3n2Cc2ccc(F)cc2)CC1	-12.0	4.8	-2.4	1.0	0.9	12.6	-0.9	8.3	-6.2
O=C(O)CCNc1cc2ccccc2cc1C(=O)O	25.5	7.2	-3.2	1.7	-1.6	3.1	3.6	-9.1	1.5
O=C(O)C1C2C=CC(C2)C1C(=O)NC1CCS(=O)(=O)C1 (stereo not given)	17.4	3.3	1.4	-3.8	0.9	-7.6	7.4	7.9	5.0
CCn1nnnc1NCc1ccc(N2CCCC2)cc1	0.7	11.0	-9.8	2.3	0.3	0.3	7.0	-2.0	8.9
O=C(NCC1c2ccccc2CCN1C(=O)CN1CCOCC1)C1CCCCC1 (stereo not given)	41.8	9.6	-1.4	5.5	0.7	1.2	9.4	13.3	6.2
COc1ccccc1OCC(=O)Nc1nnc(-c2ccco2)s1	-20.8	3.1	8.0	-1.2	-0.7	-7.0	1.9	0.9	-1.5
O=C(Nc1ccc2nc(C3CC3)n(Cc3ccc(F)cc3)c(=O)c2c1)c1ccco1	11.2	-2.2	4.1	8.0	-1.1	19.2	9.6	-0.8	-0.4
CC(=O)NCCCc1c[nH]c2ccc(Cl)cc12	-22.5	3.9	1.9	2.5	4.9	12.1	10.1	5.8	-4.1

Looked up one by one from the entries so far (2):
Compound	RORa activator	PKA kinase inh	JNK3 blocker	CatB mixtures	CatB block	CatS inh	E coli RNAP	AP complement	ROCK2 blocker
O=C(NCC1c2ccccc2CCN1C(=O)CN1CCOCC1)C1CCCCC1 (stereo not given)	41.8	9.6	-1.4	5.5	0.7	1.2	9.4	13.3	6.2
O=C(Nc1ccc2nc(C3CC3)n(Cc3ccc(F)cc3)c(=O)c2c1)c1ccco1	11.2	-2.2	4.1	8.0	-1.1	19.2	9.6	-0.8	-0.4

(cont.)
Compound	RORa activator	PKA kinase inh	JNK3 blocker	CatB mixtures	CatB block	CatS inh	E coli RNAP	AP complement	ROCK2 blocker
CC(C)COC(=O)c1cc(-c2ccc(/C=N/n3cnnc3)o2)ccc1Cl	18.0	3.1	5.6	1.7	8.2	18.2	8.0	-24.6	0.3
Cc1cc(NC(=O)COC(=O)COc2cccc3c2OC(C)(C)C3)no1	-5.6	3.7	-7.7	1.4	1.5	-13.5	2.3	14.1	1.6
N#CNC(N)=Nc1cccc(Cl)c1	-7.3	1.4	-5.1	-8.9	-6.4	-25.2	3.4	15.4	0.4
CC1c2nc3ccccc3n2C(CC(=O)NCc2ccccn2)C(=O)N1Cc1ccccc1 (stereo not given)	-15.4	4.9	8.2	5.4	-3.5	3.8	2.3	9.0	5.0
CC(=O)Cc1ccccc1OC(=O)c1ccco1	-4.5	-1.7	-5.6	5.3	4.4	13.0	12.0	0.5	3.6
CC(=O)Nc1ccc(S(=O)(=O)NCc2ccc(C(=O)NCCN3CCCCCC3)cc2)cc1	-2.7	2.1	-15.6	2.7	-2.0	6.2	0.7	6.9	-1.6
Cc1nc2ncnn2c(C)c1CCC(=O)N1CCc2ccccc2C1	2.5	9.1	-2.4	1.0	4.0	4.9	4.6	10.7	9.2
COC(=O)C1=C(C)NC(C)=C(C(=O)OC)C1c1cn(-c2ccccc2)nc1-c1ccco1	nt	nt	nt	0.2	2.0	11.7	1.4	-12.7	nt
COc1cccc(-c2cc(C(=O)N3CCN(c4ncccn4)CC3)c3ccccc3n2)c1	-1.7	-7.2	-8.7	-0.9	2.9	4.2	-5.3	1.7	0.7
Cc1nc(NC2=NCN(CCN3CCOCC3)CN2)nc2c(C)cccc12	16.9	2.6	11.4	2.5	0.6	-6.2	0.2	10.0	11.0
Cn1c(CCN2CCCCC2)nc2cc(NC(=O)Nc3ccccc3)ccc21	-1.7	6.5	-10.7	-2.5	5.8	11.8	7.9	-10.1	4.1
COCCCn1c(SCC(=O)Nc2cccc(C(=O)OC)c2)nnc1-c1ccncc1	-10.5	4.8	-2.7	6.2	7.9	5.8	2.2	-27.5	-6.5
O=C(O)c1cccnc1-c1ncccc1C(=O)O	-16.6	6.6	-0.6	1.2	-2.1	17.6	8.7	-2.5	4.4
COc1ccccc1CNS(=O)(=O)c1ccc(NC(C)=O)cc1	-10.1	9.6	-0.7	3.9	-3.4	8.4	5.4	-1.7	8.0
CC1(C)CC(NC(=O)C23CCC(C)(/C(=N/O)C2)C3(C)C)CC(C)(C)N1 (stereo not given)	24.8	4.5	2.1	nt	nt	nt	nt	nt	9.3
COc1ccc(CCNC(=O)c2noc3c2CCCC3)cc1OC	7.4	6.2	1.4	4.0	0.5	-5.1	4.8	13.9	8.4
CCOC(=O)C1CCCN(C(=O)c2cc(=O)c3ccccc3o2)C1 (stereo not given)	9.8	8.3	4.1	2.3	1.6	-16.2	1.8	8.9	2.5
CC(C)c1nnc(NC(=O)c2cccc(-n3cnnn3)c2)s1	-19.4	0.8	-1.4	2.2	0.4	-10.7	nt	2.5	1.1
Cc1cc(C)c2nc3s/c(=C/c4ccc5c(c4)n(C)c(=O)n5C)c(=O)n3c2c1	-21.3	-2.5	0.2	5.1	2.6	44.8	1.9	16.8	2.7
COc1cccc(N2CCN(C(=O)C3CCCN(S(=O)(=O)c4cnc[nH]4)C3)CC2)c1 (stereo not given)	-5.0	9.3	-2.5	-3.5	-4.2	9.3	6.6	1.0	3.3
Cc1ccc(Nc2nc3nonc3[nH]c2=O)cc1	30.9	8.7	3.1	-2.3	0.6	7.4	11.4	-1.2	2.3
Cc1onc(-c2ccccc2)c1C(=O)n1cccn1	-0.2	3.2	0.2	-5.3	2.8	7.0	4.1	3.6	14.4
Cc1ccc(NC(=O)c2ccccc2O)cc1	-12.5	1.2	1.8	0.3	5.1	-3.4	2.8	8.6	0.1
COc1cc(OC)c(NC2=NCCCCC2)cc1Cl	-14.9	7.8	3.9	-4.0	-3.2	0.9	-4.0	-16.5	6.1
Cc1ccc(-c2nnn(CC(=O)N3CCCCC3)n2)c(-n2cnnn2)c1	5.4	7.4	4.0	-3.0	-0.9	2.3	5.7	9.0	1.0
CN1CCc2c(sc(/N=C/c3ccco3)c2C(N)=O)C1	10.3	3.9	-2.8	4.9	-1.4	-5.7	1.9	11.7	4.5
COCC(=O)Nc1ccccc1C(=O)NC(C)C	-13.0	5.7	-1.4	3.4	7.9	-3.0	10.6	6.5	5.8
COC(=O)c1ccc(C(=O)OC)c(NS(=O)(=O)c2ccc(NC(C)=O)cc2)c1	16.3	-4.8	2.1	7.3	6.0	25.8	-7.5	6.8	-0.3
Cc1c(S(=O)(=O)N2CCN(C(=O)c3ccco3)CC2)c(=O)n(C)c(=O)n1C	-11.8	6.0	-0.2	-2.1	0.6	2.9	-0.8	7.0	0.8
Cc1cc(C)nc(NS(=O)(=O)c2ccc(NC(=O)c3ccc4c(c3)OCO4)cc2)n1	4.4	8.5	2.6	1.7	0.7	-9.1	3.9	17.7	5.6
Cc1nc2ccccc2n1CCC(=O)Nc1cccc(F)c1	18.7	8.4	1.2	-1.9	-3.5	8.0	3.1	6.2	-3.1
C#CCOC(=O)c1ccccc1C(=O)OCC#C	-8.2	-2.0	0.2	3.7	0.6	10.4	13.7	1.7	3.5
CCNc1oc(-c2cccc3ccccc23)nc1C#N	8.4	4.1	1.2	-6.9	-3.3	-20.3	-11.3	-0.9	3.8
O=C1N2CCSC2=NC1(Nc1ccccn1)C(F)(F)F (stereo not given)	0.5	8.5	-0.7	-0.7	4.6	6.0	7.1	10.6	2.2
O=c1cc(CNCCCO)c2ccccc2[nH]1	25.5	4.8	-5.9	2.3	1.1	-5.4	-6.1	-8.6	-7.6
COc1ccc(CCN2CCCn3c2nc2c3c(=O)n(Cc3ccccc3F)c(=O)n2C)cc1OC	0.1	2.4	6.8	3.1	4.6	4.4	nt	9.3	-0.4
CC1CCC(NC(=O)CN2CCC(n3nnc4cc(F)ccc43)CC2)CC1 (stereo not given)	10.1	8.3	4.0	1.5	-1.1	-1.8	8.5	9.0	3.0
CCN(CC)CCN1C(=O)C(O)=C(C(=O)c2sc(C)nc2C)C1c1cccnc1 (stereo not given)	-4.9	5.6	-1.8	0.7	-2.3	-13.4	8.2	13.3	5.5
CC(C)NC(=O)Cn1c(SCC(=O)N2c3ccccc3CC2C)nc2ccccc21 (stereo not given)	-7.9	-3.8	-0.2	-3.1	-1.0	5.1	-0.2	-2.4	-1.9
NS(=O)(=O)c1ccc(CCNC(=O)COC(=O)C2CCCN2C(=O)c2cccs2)cc1 (stereo not given)	-14.4	-3.4	-6.8	9.1	0.5	?	8.7	-0.1	0.8

Compound profiles, as listed above. Values in the order: RORa activator, PKA kinase inh, JNK3 blocker, CatB mixtures, CatB block, CatS inh, E coli RNAP, AP complement, ROCK2 blocker
Shown for `COCCCn1c(SCC(=O)Nc2cccc(C(=O)OC)c2)nnc1-c1ccncc1` → -10.5, 4.8, -2.7, 6.2, 7.9, 5.8, 2.2, -27.5, -6.5
Shown for `Cn1c(CCN2CCCCC2)nc2cc(NC(=O)Nc3ccccc3)ccc21` → -1.7, 6.5, -10.7, -2.5, 5.8, 11.8, 7.9, -10.1, 4.1

Only part of the results is shown (hit frequency here may not be typical).
